MrgX1 antag: antagonists of human MrgX1 receptor | Q96LB2 | MRGX1-HEK293 calcium flux, Fluo-4, BAM8-22 antagonism; active compounds read low | B-score at 10 µM | hit rate 1.3% among 310,000 | AID 588676;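 active = calcium-response B-score plate-corrected more than 3 library SD below zero, starting fluorescence within 5 deviations, no agonist response on first addition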;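 note: peak minus trough fluorescence over baseline after final BAM8-22 challenge near maximal dose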
MrgX1 PAM: allosterically activates human MrgX1 receptor signaling; Q96LB2; MrgX1-HEK293, Fluo-4 calcium flux, FDSS; active compounds read high; B-score at 10 µM; hit rate 0.63% among 310,000;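 active = plate-corrected calcium response at least 3 library SD above typical, normal starting fluorescence, not activating the receptor alone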;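 note: compound read alongside a low EC10 to EC30 dose of BAM8-22 agonist; peak minus trough fluorescence over baseline measured at the second addition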
HIF act: HIF pathway transcriptional activation | hit rate 0.32% among 300,000 | U2OS HRE-luciferase reporter, luminescence; normalized: DMSO 0%, desferrioxamine 100% | activation, % at 7.5 µM (by protocol);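 active = mean activation of at least 10% of the iron chelator positive control signal, with at least half of replicates also reaching 10%; inconclusive = mean and replicate majority disagree about reaching 10%; inactive = mean and most replicates under 10%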
TRPC4 PAM: TRPC4 (mouse) allosteric potentiation | HEK293 TRPC4beta/mu-opioid, DAMGO EC20, Fluo-4 Ca2+ flux; active compounds read high | hit rate 0.42% among 310,000 | B-score at 10 µM;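 active = B-score of calcium response area above 5 SD of library B-scores, with initial fluorescence ratio within 5 SD of library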;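 note: B-score of integrated fluorescence ratio over time as area under calcium response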
TRPC6 inh: mouse TRPC6 channel inhibition. hit rate 1.1% among 310,000. HEK293-TRPC6, membrane potential dye, ACh-evoked depolarization; active compounds read low. Q61143. B-score at 10 µM;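 active = B-score under library mean minus 3 SD, initial fluorescence not abnormally high, positive integrated signal ratio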;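 note: B-score derived from integrated fluorescence ratio over the kinetic read; more negative B-score means stronger inhibition of depolarization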
Target sequence (Q61143 whole entry, looked up): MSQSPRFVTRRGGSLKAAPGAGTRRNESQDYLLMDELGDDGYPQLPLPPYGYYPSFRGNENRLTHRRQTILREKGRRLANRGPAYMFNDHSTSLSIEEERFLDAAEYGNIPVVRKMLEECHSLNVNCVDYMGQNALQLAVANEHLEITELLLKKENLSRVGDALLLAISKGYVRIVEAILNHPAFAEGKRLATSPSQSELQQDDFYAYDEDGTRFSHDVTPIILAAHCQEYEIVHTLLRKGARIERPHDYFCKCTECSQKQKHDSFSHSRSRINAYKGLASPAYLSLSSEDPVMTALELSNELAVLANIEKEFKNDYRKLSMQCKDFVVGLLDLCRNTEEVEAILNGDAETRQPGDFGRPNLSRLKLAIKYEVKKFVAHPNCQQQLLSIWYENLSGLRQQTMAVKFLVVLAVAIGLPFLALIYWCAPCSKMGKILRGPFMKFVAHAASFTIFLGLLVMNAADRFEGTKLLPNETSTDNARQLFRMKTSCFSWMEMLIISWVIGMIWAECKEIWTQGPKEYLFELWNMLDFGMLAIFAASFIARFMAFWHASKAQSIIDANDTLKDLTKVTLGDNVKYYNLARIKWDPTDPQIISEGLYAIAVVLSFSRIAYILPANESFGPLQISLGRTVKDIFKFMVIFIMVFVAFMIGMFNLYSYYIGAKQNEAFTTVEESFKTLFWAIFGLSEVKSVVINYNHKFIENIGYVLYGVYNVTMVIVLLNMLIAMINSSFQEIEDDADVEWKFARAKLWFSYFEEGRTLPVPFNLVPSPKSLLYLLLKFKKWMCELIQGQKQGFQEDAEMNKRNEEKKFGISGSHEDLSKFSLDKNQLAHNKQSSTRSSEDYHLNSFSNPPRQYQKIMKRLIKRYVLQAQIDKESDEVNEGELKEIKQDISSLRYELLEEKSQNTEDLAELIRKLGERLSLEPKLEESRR
TRPC4 agonist: opens the mouse TRPC4 cation channel. B-score at 10 µM. Q9QUQ5. HEK293 TRPC4beta/mu-opioid, Fluo4 calcium fluorescence; active compounds read high. hit rate 0.49% among 310,000;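 active = B-score above 5 SD of library B-scores, and initial fluorescence ratio not above library mean plus 5 SD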;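 note: positive B-score marks a calcium rise read as TRPC4 activation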
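Technique: kinetic Fluo4 calcium fluorescence; Test system: TRPC4beta and mu-opioid receptor HEK293 stable cells; Measure: B-scored integrated calcium fluorescence ratio; Benchmarks: low control buffer alone, high control maximal DAMGO; Schedule: 45 min room-temperature Fluo4 loading, 110 s read.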
TRPC6 act: mouse TRPC6 channel activation; B-score at 10 µM; AID 2550; hit rate 0.13% among 310,000; HEK293-TRPC6 membrane potential dye fluorescence; active compounds read high;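 active = B-score of the integrated fluorescence ratio above library mean plus 3 SD, and starting fluorescence ratio within library mean plus 5 SD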;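 note: higher score means more depolarization so channel activation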
TRPC4 inh: blocks the mouse TRPC4 cation channel; Q9QUQ5; HEK293 TRPC4beta/mu-opioid, DAMGO-evoked Fluo4 calcium flux; active compounds read low; B-score at 10 µM; hit rate 0.39% among 300,000; AID 2247;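 active = B-score over 3 SD under the library average, no early fluorescence shift, positive overall ratio signal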
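material = TRPC4beta/mu-opioid receptor HEK293 cell line | probe or stimulus = sequential submaximal and maximal DAMGO stimulation | compound dosing = one concentration per compound | measured by = Fluo4 Ca2+ flux fluorescence | evaluation = integrated fluorescence ratio relative to baseline, converted to per-well B score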
MrgX1 agonist: activates human MrgX1 receptor signaling | Q96LB2 | MrgX1-HEK293 cells, Fluo-4 calcium fluorescence, agonist mode; active compounds read high | B-score at 10 µM | hit rate 0.44% among 310,000 | AID 588627;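 active = calcium response B-score plate-corrected fluorescence ratio at least 3 library SD, with starting fluorescence B-score inside 5 SD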
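Material: HEK293 cells stably expressing human MrgX1 receptor | Quantity: 15,000 cells per well | Times: Cells plated overnight, dye loaded 0.5 h 37 °C, 0.5 h room temperature | Measured by: Kinetic Fluo-4 NW fluorescence of intracellular calcium | Control set: Positive and negative controls per plate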
AI-2 QS mod: modulates the Vibrio harveyi AI-2 quorum sensing system. activity change, % at 7.5 µM. hit rate 0.4% among 300,000. AID 2094. Vibrio harveyi JMH597 AI-2 luminescence/OD600 ratio, 9 h; active compounds read low; strain lacks LuxN and CqsS sensors; 0 = neutral-control median; in the data active = activity change below about -75%, passing the limit was not always enough; inconclusive = no clear call, values can overlap the other calls;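 note: luminescence divided by OD600 gain over 9 h not by final OD600 alone; inactives centre near 13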
PolyA inhibitor: inhibitors of polyadenylation in S. cerevisiae. S. cerevisiae SKY197-pL101 polyadenylation reporter, beta-gal luminescence; efflux-impaired pdr1/pdr3 knockout yeast; score 100 = 6 SD above DMSO. calls only at 12 µM. hit rate 0.02% among 300,000. AID 1875;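 active = lowest replicate activity score at least 50, where 100 means six control SD above control mean; inconclusive = lowest score under 50 but half or more replicates reach 50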;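 note: yeast exposed to compound for 9 h at 30 °C; higher score means more reporter readthrough which indicates perturbed polyadenylation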
* marks the source's active call; other numbers are inactive results; i = inactive; ? = inconclusive; / = not tested or not shown. This is a subset, so the mix of outcomes need not match the whole.

SMILES	MrgX1 antag	MrgX1 PAM	HIF act	TRPC4 PAM	TRPC6 inh	TRPC4 agonist	TRPC6 act	TRPC4 inh	MrgX1 agonist	AI-2 QS mod	PolyA inhibitor
O=C1CC(N2CCN(Cc3ccc4c(c3)OCO4)CC2)C(=O)N1c1cccc2ccccc12 (configuration not stated)	i	i	-1.1	i	i	i	i	i	i	-16	i
O=C(CCNS(=O)(=O)c1ccccc1C(F)(F)F)NNC(=O)C1COc2ccccc2O1 (configuration not stated)	i	i	0.3	i	i	i	i	i	i	6	i
O=C1NCCCC1C(=O)N/N=C/c1cc([N+](=O)[O-])ccc1O (configuration not stated)	i	i	-0.1	i	i	i	i	i	i	32	i
COc1cc(OC)cc(C(=O)N/N=C/c2ccc(OC)c(COc3ccc4ccccc4c3)c2)c1	i	i	1.4	i	i	i	i	i	i	15	/
Cc1ccccc1C(=O)Nc1ccnn1C1CCN(C(=O)C2CCOC2)CC1 (configuration not stated)	i	i	-0.4	i	i	i	i	i	i	7	i
O=S(=O)(Nc1ccc2cn[nH]c2c1)c1ccccc1	i	i	-0.6	i	i	i	i	i	i	19	i
CCN(Cc1ccccc1)C(=S)Nc1cc(C(=O)OC)ccc1C(=O)OC	i	i	0.3	i	i	i	i	i	i	8	i
Cc1ccc(S(=O)(=O)N2CCN(C(=S)NCc3ccc4c(c3)OCO4)CC2)cc1	i	i	-0.7	i	i	i	i	i	i	?	i
CCOCCCNC(=O)CN1C(=O)c2cccc3cccc1c23	i	i	-1.4	i	i	i	i	i	i	26	i
O=C(CCC1CCCC1)N1CCN(C(=O)C2CC2)CC1	i	i	-0.2	i	i	i	i	i	i	15	i
Cn1cccc1/C=N\NC(=O)C1COc2ccccc2O1 (configuration not stated)	i	i	0.6	i	i	i	i	i	i	12	i
CC(OC(=O)CCN=C1NS(=O)(=O)c2ccccc21)C(=O)Nc1ccccc1F (configuration not stated)	i	i	-0.9	i	i	i	i	i	i	18	i
CN(Cc1ccccc1)C(=O)COc1cc(=O)n(C)c2ccccc12	i	i	0.7	i	i	i	i	i	i	0	i
COCCNC(=O)C(=O)c1cc(C)n(-c2ccc([N+](=O)[O-])cc2)c1C	i	i	-0.3	i	i	i	i	i	i	9	i
Cc1ccc(C(C(=O)NC2CCCCC2)N2CCCC2)cc1 (configuration not stated)	i	i	-16	i	i	i	i	i	i	29	i
COc1ccc(-c2cc(C(F)(F)F)n3ncc(C(=O)O)c3n2)cc1OC	i	i	-0.3	i	i	i	i	i	i	9	i
COc1c(C)cc(S(=O)(=O)NC2CC(C)(C)NC(C)(C)C2)c(C)c1C	i	i	-3.3	i	i	i	i	i	i	12	i
COCc1cc(C)n(CC(=O)N2CCCC2)c(=O)c1C#N	i	i	-0.2	i	i	i	i	i	i	16	i
COc1ccc(Cl)cc1C(=O)Nc1ccc(S(=O)(=O)N2CCCC2)cc1	i	i	-0.3	i	i	i	i	i	i	6	i
CCSc1cc(N2CCCC2)nc(-c2ccc(F)cc2)n1	i	i	-0.1	i	i	i	i	i	i	1	i
O=C(CNC(=O)/C=C/c1ccccc1)N=Nc1c(O)n(Cc2ccccc2)c2ccccc12	i	i	-0.2	i	i	i	i	i	i	12	i
COC(=O)c1c(-c2ccccc2)c(-c2ccccc2)nn(C)c1=O	i	i	-0.1	i	i	i	i	i	i	7	i
CCOC(=O)c1cnc(-c2ccccc2)nc1N	i	10*	3.2	i	i	i	i	i	i	17	i
CCOC(=O)N1CCN(C(=O)CN(C)S(=O)(=O)c2ccc(OC)c(OC)c2)CC1	i	i	/	i	i	i	i	i	i	37	/
Cc1ccc(C(=O)C(OC(=O)CCC(=O)Nc2cccc(C)c2)c2ccccc2)cc1 (configuration not stated)	i	i	-0.5	i	i	i	i	i	i	4	i
O=S(=O)(c1cccs1)N1CCN(c2ccccn2)CC1	i	i	-0.3	i	i	i	i	i	i	15	i
COc1ccc(NC(=O)CN(C)C(=O)c2cc3c(s2)CCC(C)C3)cc1 (configuration not stated)	i	i	0.1	i	i	i	i	i	i	-1	i
S=C(Nc1ccccc1Cl)N(CCCN1CCOCC1)Cc1ccccn1	i	i	0.0	i	i	i	i	i	i	8	i
COc1cccc(CC(=O)Nc2nc(-c3cc(OC)ccc3OC)cs2)c1	i	i	-0.8	i	i	i	i	i	i	12	i
O=S(=O)(NCCc1ccccc1F)c1cccc(S(=O)(=O)N2CCOCC2)c1	i	i	/	i	i	i	i	i	i	25	i
COc1cccc(S(=O)(=O)NCc2ccc(C(=O)N3CCN(c4ccccc4)CC3)cc2)c1	i	i	-0.5	i	i	i	i	i	i	23	i
CNc1c(N)n(Cc2ccccc2)c(=O)[nH]c1=O	i	i	-0.3	i	i	i	i	i	i	33	i
COc1cccc(CC(=O)OCC(=O)Nc2nnc(-c3ccccc3)o2)c1	i	i	0.1	i	i	i	i	i	i	-51	i
Nc1cc(N)nc(SCC(=O)NNC(=O)Cc2ccccc2)n1	i	i	-0.9	i	i	i	i	i	i	32	i
O=C(O)c1ccc(COc2ccccc2/C=C2/NC(=O)N(c3cccc(Cl)c3)C2=O)cc1	i	i	-0.5	i	i	i	i	i	i	20	i
OCCC#Cc1ccc(CN2CCN(Cc3ccccc3)C(CCO)C2)cc1 (configuration not stated)	i	i	?	i	i	i	i	i	i	4	i
O=C(NC1CCCc2ccccc21)c1ccc(Cl)nc1 (configuration not stated)	i	i	0.2	i	i	i	i	i	i	1	i
CCOc1ccc(/C=N/NC(=O)Nc2ccccc2)cc1	i	i	2.8	i	i	i	i	i	i	-2	i
O=S(=O)(c1cccs1)N1CCN(c2cccc(Cl)c2)CC1	i	i	0.1	i	i	i	i	i	i	3	i
CCOC(=O)C1CCN(c2c(NCCCN(C)C3CCCCC3)c(=O)c2=O)CC1	i	i	0.1	i	i	i	i	i	i	2	i
CC1CCCN(S(=O)(=O)c2coc(C(N)=O)c2)C1 (configuration not stated)	i	i	0.0	i	i	i	i	i	i	24	i
O=C(C1CSC2(c3ccc(F)cc3)CCC(=O)N12)N1CCCCCC1 (configuration not stated)	i	i	-1.1	i	i	i	i	i	i	27	i
CCCc1ncc(CN2CCCC(C(=O)Nc3ccc(-c4cccc(OC)c4)cc3)C2)cn1 (configuration not stated)	i	i	-0.2	i	i	i	i	i	i	-2	i
CCCn1cnc2sc(C(N)=O)c(C)c2c1=O	i	i	-1.0	i	i	i	i	i	i	15	i
O=C(CSc1nnc(-c2ccc(Cl)cc2)n1-c1ccc(Cl)cc1)N/N=C/c1ccccc1C(=O)O	i	i	0.0	i	i	i	i	i	i	15	i
O=C(Nc1nnc(-c2ccccc2)o1)NC1CCCCC1	i	i	1.6	i	i	i	i	i	i	24	i
CCN1CCN(c2nc3c(C)cccn3c(=O)c2C=C(C#N)C#N)CC1	i	i	-7.6	i	i	i	i	i	i	15	i
Cc1ccccc1OCc1n[nH]c(=S)n1Cc1ccccc1	i	i	0.4	i	i	i	i	i	i	9	i
COc1ccc(C2(C(=O)NCCc3ccccc3)CCCC2)cc1OC	i	i	-22	i	i	i	i	i	i	2	i
CCCOc1ccc(CNCCCOCC)cc1OC	i	i	-0.1	i	i	i	i	i	i	6	i
COc1cc(C(=S)N2CCOCC2)cc(OC)c1OC(=O)c1ccc(C)cc1	i	i	0.6	i	i	i	i	i	i	-5	i
Cc1ccc(NC(=O)Nc2cccc([N+](=O)[O-])c2)nc1	i	i	4.3	19*	i	i	i	i	i	19	i
COc1ccccc1-c1cc(C(=O)NCc2cccs2)no1	i	i	0.7	i	i	i	i	i	i	27	i
O=C1C(Cl)=C(NCCCO)C(=O)c2ccccc21	i	i	-1.0	i	i	i	i	i	i	-54	i
COc1ccc2c(c1)CC/C2=N\NC(=O)c1ccccc1	-18*	i	1.8	i	i	i	i	i	i	14	i
CCOC(=O)c1ccc(Oc2nc(N(C)C)nc(N3CCOCC3)n2)cc1	i	i	0.2	i	i	i	i	i	i	20	i
O=C(Nc1cccc(O)c1)c1cccc(NC(=O)c2cccs2)c1	i	i	1.0	i	i	i	i	i	i	13	i
Cc1ccccc1NC(=O)COc1ccc2oc(=O)cc(C)c2c1	i	i	-0.2	i	i	i	i	i	i	16	i
CCCc1[nH][nH]c(=O)c1C(c1ccc(Cl)cc1)C(C#N)C#N (configuration not stated)	i	i	-0.2	i	i	i	i	i	i	-24	i
COc1cc(/C=N/NC(=O)C2CC(=O)N(c3ccc(C)cc3)C2)cc(OC)c1OC (configuration not stated)	i	i	-0.3	i	i	i	i	i	i	25	i
COc1cc(NC(=S)NCc2cccs2)cc(OC)c1	i	i	-0.3	i	i	i	i	i	i	-41	i
Cc1cc(C)c(C2C3=C(Nc4c2c(C)nn4-c2ccccn2)c2ccccc2C3=O)c(C)c1 (configuration not stated)	i	i	0.0	i	i	i	i	i	i	44	i
CN(CCc1ccccn1)C(=O)CCC1CCCN(C(=O)c2cscn2)C1 (configuration not stated)	i	i	-0.2	i	i	i	i	i	i	-2	i

Structures listed so far containing a nitro group on carbon (three):
SMILES	MrgX1 antag	MrgX1 PAM	HIF act	TRPC4 PAM	TRPC6 inh	TRPC4 agonist	TRPC6 act	TRPC4 inh	MrgX1 agonist	AI-2 QS mod	PolyA inhibitor
O=C1NCCCC1C(=O)N/N=C/c1cc([N+](=O)[O-])ccc1O (configuration not stated)	i	i	-0.1	i	i	i	i	i	i	32	i
COCCNC(=O)C(=O)c1cc(C)n(-c2ccc([N+](=O)[O-])cc2)c1C	i	i	-0.3	i	i	i	i	i	i	9	i
Cc1ccc(NC(=O)Nc2cccc([N+](=O)[O-])c2)nc1	i	i	4.3	19*	i	i	i	i	i	19	i

Screening data as filed in PubChem.
